Screens from PubChem BioAssay.
FAS TE block – inhibitors of human fatty acid synthase thioesterase domain. P49327. recombinant FAS-TE, OMFH fluorogenic substrate, fluorescence endpoint. inhibition, % at 15 µM. 360,000 tested, 0.67% active. AID 602261;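 active = compounds whose normalised, plate-corrected inhibition of enzyme fluorescence in the single-dose primary screen is 50% or more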;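 note: 0% = DMSO with enzyme and 100% = substrate without enzyme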
PABP1 MLLE inh – blocks PAM2 peptide binding to the PABP1 MLLE domain. GST-MLLE / FITC-PAM2 fluorescence polarization. inhibition, % at 20 µM. 360,000 tested, 0.36% active. AID 588489; in the data active = inhibition above about 35%, passing the limit was not always enough;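 note: plate controls were DMSO wells with GST-MLLE for no effect and wells lacking GST-MLLE protein for full effect; some results filed as inactive read as strong as hits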
Target sequence (P11940 whole entry, looked up, the tested form may be a part): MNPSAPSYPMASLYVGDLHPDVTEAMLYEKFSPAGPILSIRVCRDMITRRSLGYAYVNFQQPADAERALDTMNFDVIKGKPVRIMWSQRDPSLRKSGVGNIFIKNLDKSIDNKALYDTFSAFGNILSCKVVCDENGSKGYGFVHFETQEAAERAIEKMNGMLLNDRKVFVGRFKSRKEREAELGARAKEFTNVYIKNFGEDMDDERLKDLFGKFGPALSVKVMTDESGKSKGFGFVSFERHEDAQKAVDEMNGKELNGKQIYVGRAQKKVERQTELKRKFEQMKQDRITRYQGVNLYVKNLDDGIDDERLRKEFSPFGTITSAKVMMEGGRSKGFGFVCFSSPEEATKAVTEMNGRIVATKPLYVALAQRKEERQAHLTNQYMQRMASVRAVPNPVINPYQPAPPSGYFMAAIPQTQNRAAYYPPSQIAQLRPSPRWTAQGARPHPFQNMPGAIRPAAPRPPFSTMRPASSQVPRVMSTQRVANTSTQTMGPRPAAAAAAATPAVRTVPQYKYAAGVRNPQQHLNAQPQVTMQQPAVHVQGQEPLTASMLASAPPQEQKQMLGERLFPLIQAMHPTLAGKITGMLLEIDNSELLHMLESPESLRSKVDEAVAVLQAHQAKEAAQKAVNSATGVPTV
MT1-MMP act inh – inhibitors of human MT1-MMP activation; P50281; HT1080 RFP-PRO-GFP cells, GFP/RFP ratio fluorescence, overnight; percent of plate control window, DMSO zero; GFP/RFP ratio change, % at 20 µM; 360,000 tested, 0.061% active; AID 651647;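 active = GFP/RFP ratio change of at least 30% with cell ATP level not reduced by more than half and red fluorescence within 50% of control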; note: strong numbers were not always called active
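Material – HT1080 RFP-PRO-GFP cells · Control set – DMSO wells and RFP-L50D-GFP cells · Incubation – overnight cell settling, then overnight compound exposure, 37 °C, 5% CO2 · Compound dosing – single-point 20 µM compound, 1% DMSO · Read-out – GFP/RFP fluorescence ratio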
MsrA inh – bovine MsrA inhibition; 360,000 tested, 0.75% active; purified bovine MsrA, absorbance read-out; inhibition, % at 15.5 µM; AID 651718; in the data active = inhibition above about 4.5%;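 note: 0% = vehicle wells with enzyme and 100% = reference inhibitor wells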
Rpn11 inh – inhibitors of human proteasome Rpn11. calls only at 20 µM. human 26S proteasome, Ub4-pepOG fluorescence polarization; 20S core pre-blocked with epoxomicin. O00487. 360,000 tested, 0.59% active;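 active = inhibition at 20 µM, scaled to each plate's controls, above about 33%, limit read from the data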
Target sequence (O00487 whole entry, looked up): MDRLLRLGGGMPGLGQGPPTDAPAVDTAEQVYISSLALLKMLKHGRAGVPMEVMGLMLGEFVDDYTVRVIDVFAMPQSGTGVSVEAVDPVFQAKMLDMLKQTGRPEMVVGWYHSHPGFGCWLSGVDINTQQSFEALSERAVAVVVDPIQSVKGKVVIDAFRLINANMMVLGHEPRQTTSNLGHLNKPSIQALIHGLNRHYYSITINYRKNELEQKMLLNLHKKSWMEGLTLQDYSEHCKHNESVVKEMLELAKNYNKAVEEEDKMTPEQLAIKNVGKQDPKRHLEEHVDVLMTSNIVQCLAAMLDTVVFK
bovine MsrA act – bovine methionine sulfoxide reductase A activation | activation, % at 10.6 µM | purified bovine MsrA, absorbance read-out | 360,000 tested, 0.3% active | AID 602163; in the data active = activation above about 7.5%;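 note: 0% = vehicle and 100% = reference activator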
Rin1 Abl inh – inhibitors of human Rin1-Abl protein interaction | P00519+Q13671 | TR-FRET Rin1/Abl binding, biochemical | inhibition, % at 7.35 µM | 360,000 tested, 0.4% active | AID 588664; in the data active = inhibition above about 5%, passing the limit was not always enough
E coli Lon inh – E. coli protease La inhibition. P0A9M0. 360,000 tested, 0.42% active. inhibition, % at 7.94 µM. purified E. coli Lon protease, fluorescence polarization. AID 602123; in the data active = inhibition above about 13%, passing the limit was not always enough;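 note: 0% = enzyme with probe and DMSO and 100% = no enzyme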
CSN inh – blocks human CSN-mediated cullin deneddylation. 360,000 tested, 0.38% active. Q92905. AID 651999. inhibition, % at 12.5 µM. Purified CSN, SCF-Nedd8-OG deneddylation, fluorescence polarization;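 active = pattern-corrected inhibition above about 35%, with an unprinted fluorescence ratio check between 0.5 and 1.5, limit read from the data, passing the limit was not always enough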;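 note: 0% = enzyme with substrate and 100% = substrate without enzyme; some results filed as inactive read as strong as hits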
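Detection – fluorescence polarization · System – HEK293T-derived human Csn5 enzyme · Controls – substrate-only high control, full reaction low control · Timing – 90 min, room temperature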
An asterisk follows results filed as active; i = inactive; · = no result given.

Value order – FAS TE block	PABP1 MLLE inh	MT1-MMP act inh	MsrA inh	Rpn11 inh	bovine MsrA act	Rin1 Abl inh	E coli Lon inh	CSN inh
COc1ccc(C)cc1NC(=O)C1CC1c1ccccc1 (configuration not stated)
→ 17	-7	-5	-1.4	i	-3	-2	9	-1
O=C(O)CC1(c2ccccc2)C(=O)c2ccccc2C1=O
→ -4	-2	6	0.5	i	-1	1	-1	-1
Cc1cccc(OCCCCn2c(CO)nc3ccccc32)c1
→ 0	-5	7	1.2	i	-2	-2	8	3
CCN(c1ccccc1)S(=O)(=O)c1cccc(C(=O)OCC(=O)Nc2ccc(NC(C)=O)cc2)c1
→ 7	-5	3	-0.8	i	0	3	-5	-2
O=C(O)c1ccc(N=Cc2c(O)ccc3ccccc23)cc1
→ -3	-27	0	0.8	i	-4	0	-2	-1
CCC(C)NC(=O)c1cc2c(=O)n3cccc(C)c3nc2s1 (configuration not stated)
→ -2	3	4	2.0	i	0	-3	4	-4
Cc1ccc(S(=O)(=O)N2CCC(=O)N(C(CO)Cc3ccccc3)CC2)cc1 (configuration not stated)
→ 0	-1	-3	0.3	i	-10	4	-1	-5
COc1ccc(CNC(=O)C2(CC3CC(c4ccccc4)=NO3)CCN(C(=O)C3CCCC3)CC2)cc1 (configuration not stated)
→ 3	-9	2	-0.5	i	0	-3	-6	-4
CCNC(=O)N1CCC(n2nccc2NC(=O)CCCc2ccccc2)CC1
→ -6	12	0	-0.4	i	-4	0	-11	5
O=C(Nc1ccn(CCCN2CCN(c3ccccc3)CC2)c(=O)n1)OCc1ccccc1
→ -2	1	0	-0.1	i	0	3	-1	2
COCCNC(=O)c1cc2cc(Br)cc(OC)c2oc1=O
→ 1	3	5	-0.2	i	-3	3	1	4
Cc1cccc(-n2cnc(C(=O)N/N=C/c3ccccc3)c2)n1
→ -5	5	-4	0.0	i	-2	-1	-2	2
Cc1ccccc1C1=NC(c2ccc(F)cc2F)ON1 (configuration not stated)
→ -8	6	-1	-0.3	i	-2	0	1	1
Cc1ccccc1NC(=O)CSc1nnc(CNC(=O)c2ccc3c(c2)OCO3)n1C
→ -4	3	1	1.5	i	-2	1	-2	1
CCN(CC)S(=O)(=O)c1ccc(N2CCCC2)c(C(=O)Nc2ccc(OC)c(Cl)c2)c1
→ 32	-9	3	-0.5	i	-3	-1	0	4
CCC(Oc1ccc(C)c(C)c1)C(=O)O (configuration not stated)
→ -12	2	0	0.1	i	-13	-3	-18	-1
COC(=O)Cc1ccc(OCc2ccc(Cl)nc2)cc1
→ 0	-11	6	-1.3	i	-2	4	5	1
CN1CCC(N(C)C(=O)Cc2ccccc2[N+](=O)[O-])CC1
→ -10	0	3	0.7	i	-3	4	10	3
COc1cccc(C2C3=C(CC(C)(C)CC3=O)OC(N)=C2[N+](=O)[O-])c1 (configuration not stated)
→ -7	-25	1	2.0	i	-15	1	-1	5
O=C(N/N=C/c1cn(Cc2ccccc2)c2ccccc12)c1cc(O)cc(O)c1
→ 6	-5	5	4.2	i	-11	-2	3	-2

2 compounds drawn at random from those above:
Value order – FAS TE block	PABP1 MLLE inh	MT1-MMP act inh	MsrA inh	Rpn11 inh	bovine MsrA act	Rin1 Abl inh	E coli Lon inh	CSN inh
CCN(c1ccccc1)S(=O)(=O)c1cccc(C(=O)OCC(=O)Nc2ccc(NC(C)=O)cc2)c1
→ 7	-5	3	-0.8	i	0	3	-5	-2
CCC(Oc1ccc(C)c(C)c1)C(=O)O (configuration not stated)
→ -12	2	0	0.1	i	-13	-3	-18	-1

(list continues)
Value order – FAS TE block	PABP1 MLLE inh	MT1-MMP act inh	MsrA inh	Rpn11 inh	bovine MsrA act	Rin1 Abl inh	E coli Lon inh	CSN inh
c1ccc(Cc2nnc(N3CCOCC3)c3ccccc23)cc1
→ 0	0	-2	0.8	i	2	-1	-1	4
CCOC(=O)c1c(C)oc2c1c1c(c3ccccc32)OCN(CCCC(=O)O)C1
→ 6	23	-3	-0.3	i	0	-2	-3	9
O=C(CCC(=O)NC12CC3CC(CC(C3)C1)C2)NC1CCCCC1
→ -3	-3	-1	1.7	i	-2	2	-7	-4
CCC(=O)Nc1nc(NCc2ccccc2OC)n(-c2ccccc2)n1
→ -5	-7	0	1.0	i	0	0	1	-2
CC(=O)c1cccc(OCC(=O)N2CCN(c3ccc(C(F)(F)F)cn3)CC2)c1
→ -1	-11	3	-1.4	i	1	0	12	7
Cc1cc(C(=O)CSc2nc3ccccc3o2)c(C)n1C1CC1
→ 21	6	-3	2.6	i	-1	5	-4	6
COc1ccccc1Cc1c(C(C)(C)C)nc2cc(C)c(Br)c(C)n12
→ 26	·	1	-0.1	·	1	·	-3	-6
O=C(CSc1ccc2nnc(-c3cccc(F)c3)n2n1)N1CCCc2ccccc21
→ -29	3	-3	1.4	i	-6	-1	-7	-1
O=C(NCc1ccc(CNC(=O)c2ccco2)cc1)c1ccco1
→ -4	4	-3	1.4	i	3	2	3	4
COc1ccc(Br)cc1/C(C)=N/NC1=NCCN1
→ -80	-11	1	-0.2	i	-2	-3	-2	4
CCc1nc(NCCN2CCOCC2)c2oc3ccccc3c2n1
→ -6	9	-1	0.6	i	0	2	5	1
O=c1c(Cl)c(NC2CC2)cnn1-c1ccccc1
→ -3	8	-2	1.5	i	-2	0	-3	-6
C=CCN=C1S/C(=C\N(C)C)C(=O)N1S(=O)(=O)c1ccc(C)cc1
→ 11	-3	0	3.1	i	-6	2	-6	1
O=C(CNC(=O)c1ccccc1)OCC(=O)c1ccccc1Cl
→ -6	8	-1	0.4	i	-5	2	4	2
CC1Cc2ccccc2N1C(=O)COC(=O)c1c2c(nc3ccccc13)CCCCC2 (configuration not stated)
→ 33	-10	-9	3.2	i	-1	-3	-6	8
COc1cc(NC(=O)c2ccc(S(=O)(=O)N(C)C)cc2)cc(OC)c1OC
→ -5	-11	2	1.3	i	-3	3	-2	3
COc1ccc(C(=O)N(CN2CCCC2=O)c2cc(C)on2)cc1OC
→ -13	-6	1	-0.8	i	-2	-3	-10	-1
COC(=O)C(Cc1ccccc1)NC(=O)COc1ccc(C(C)(C)C)cc1 (configuration not stated)
→ 21	-5	1	0.2	i	-1	1	5	2
COc1ccc(-n2nc3c(c2NC(=O)C(C)Cl)CSC3)cc1 (configuration not stated)
→ 2	9	4	0.4	i	-2	-1	3	-1
COc1cc(C)ccc1S(=O)(=O)NC(=O)C1(C)CCN1C(=O)C1(c2ccc(Cl)cc2)CCC1 (configuration not stated)
→ -10	8	-4	-1.2	i	0	1	-1	-4
O=S1(=O)C=C[C@@H](CO)N1Cc1ccc(Br)cc1
→ -10	-4	3	1.4	i	-2	-1	7	-6
CC(C)N1CC23C=CC(O2)C(C(=O)OCc2ccccc2)C3C1=O (configuration not stated)
→ -3	-1	2	0.4	i	-12	-6	-1	0
Cc1ccccc1NC(=S)NCc1ccc(F)cc1
→ -2	2	1	-0.2	i	-8	-2	3	-2
Cc1ccc(-n2c(O)c(C=Nc3ccc4c(c3)OCO4)c3ccccc3c2=O)cc1C
→ 30	13	-19	-0.1	i	-1	0	-7	0
Nn1c(SCCOc2ccccc2)nnc1-c1cccnc1
→ -12	-28	0	0.6	i	-2	-2	3	-11
CC(C)(CC(=O)O)CC(=O)Nc1cc(C(F)(F)F)cc(C(F)(F)F)c1
→ -3	14	0	-1.7	i	-2	2	-11	4
CCCCN(C)Cc1c(C)[nH]c2c(ccc3ccccc32)c1=O
→ -3	7	2	-0.1	i	-5	2	1	4
Cc1c(NC(=S)NC(=O)c2cccc(Br)c2)c(=O)n(-c2ccccc2)n1C
→ 0	29	3	-0.8	i	-7	-7	7	0
COc1ccc(-c2ccc(CCC(=O)O)n2NC(N)=O)cc1
→ -4	4	-3	0.8	i	3	-2	-8	1
COCCOC(=O)c1c(NC(=O)COC(=O)Cc2cccc(OC)c2)sc(C(N)=O)c1C
→ 0	-7	-7	-1.4	i	-3	1	-10	1
Cc1ccc(/C=C/C(=O)Nc2cc(C)on2)cc1
→ -4	-6	7	-0.2	i	-2	-6	-6	1
COc1cc(CNc2ccc(N3CCOCC3)c(C(=O)O)c2)ccc1OCC(N)=O
→ -8	3	-3	0.7	i	-6	7	-1	-4
COc1ccc(OC)c2[nH]c(=O)c(CCNC(=O)C3CCCCC3)cc12
→ 5	3	4	2.9	i	-11	-1	-8	-1
Cc1cc2cc(CN(Cc3ccco3)C(=O)NCc3ccccc3)c(=O)[nH]c2cc1C
→ 0	4	-1	0.3	i	-2	2	2	-1
CCOc1ncccc1C(=O)Nc1cccc(S(=O)(=O)N2CCCCC2)c1
→ 17	1	2	-1.3	i	1	2	3	1
COc1ccc(NC(=O)c2ccc(-n3cccn3)nc2)c(OC)c1
→ -2	5	-10	0.5	i	-2	-2	0	0
O=C(N/N=C/c1ccc([N+](=O)[O-])o1)c1cc2ccccc2o1
→ 4	-11	-11	2.0	i	0	-2	-10	16
Cc1ccc(CC(=O)OCC(=O)NC2CCCC(C)C2C)cc1C (configuration not stated)
→ 8	-15	-5	1.6	i	-8	0	-1	-4
COc1ccc(OC)c(C(=O)COC(=O)C2CC3CCCC(C2)C3=O)c1 (configuration not stated)
→ 10	-9	3	1.5	i	-1	0	-4	1
CC(C)C[C@@H](CNCC(=O)[C@H](C)NC(=O)c1[nH]cnc1C(=O)N[C@@H](C)CN)NC(=O)c1nc[nH]c1C(=O)N[C@@H](Cc1ccccc1)C(=O)O
→ -5	-8	2	2.2	i	-4	-2	-1	0

Continued (three carried over from the part before).
Value order – FAS TE block	PABP1 MLLE inh	MT1-MMP act inh	MsrA inh	Rpn11 inh	bovine MsrA act	Rin1 Abl inh	E coli Lon inh	CSN inh
Cc1ccc(CC(=O)OCC(=O)NC2CCCC(C)C2C)cc1C (configuration not stated)
→ 8	-15	-5	1.6	i	-8	0	-1	-4
COc1ccc(OC)c(C(=O)COC(=O)C2CC3CCCC(C2)C3=O)c1 (configuration not stated)
→ 10	-9	3	1.5	i	-1	0	-4	1
CC(C)C[C@@H](CNCC(=O)[C@H](C)NC(=O)c1[nH]cnc1C(=O)N[C@@H](C)CN)NC(=O)c1nc[nH]c1C(=O)N[C@@H](Cc1ccccc1)C(=O)O
→ -5	-8	2	2.2	i	-4	-2	-1	0
O=C(c1cccnc1)N(Cc1ccccc1)c1ccccc1
→ -3	10	-1	·	i	-1	0	4	2
COc1ccc(Cn2c(C)c(C)c(C#N)c2NC(=O)Nc2cccc(Cl)c2)cc1
→ -9	-26	-19	0.8	i	0	-2	-6	5
COc1ccccc1C1=NOC(COc2ccc3c(C)cc(=O)oc3c2)C1 (configuration not stated)
→ 21	-1	16	1.9	i	-1	-1	-5	7
C#CCn1c(CCNC(=O)c2ccco2)nc2ccccc21
→ -8	-4	-2	0.2	i	-9	1	7	-2
CC1Cc2cc(S(=O)(=O)N3CCN(c4ccccc4)CC3)ccc2N1C(=O)C1CC1 (configuration not stated)
→ 26	-3	-11	-1.5	i	-1	-1	-3	5
C=CCOc1cccc(/C=N/NC(=O)CC(=O)NC2CCCCC2)c1
→ 4	16	5	0.1	i	-5	0	11	1
CCC(OC(=O)c1ccco1)C(=O)NCc1ccc(C)cc1 (configuration not stated)
→ -8	4	0	-0.1	i	-1	-3	-4	-5
CN(Cc1ccccc1)C(=O)N1CCOCC1
→ -5	5	0	1.4	i	-12	1	-8	4
CCc1cc(=O)oc2c3c(cc(OCC(=O)NCc4ccco4)c12)OC(C)(C)CC3
→ 24	5	3	·	i	-2	-4	0	1
CC(=O)c1sc(NC(=O)C2CCN(c3ncnc4sc(C)c(C)c34)CC2)nc1-c1ccccc1
→ 5	-8	5	-0.7	i	-2	-41	-1	9
